From PubChem BioAssay
S1P4 antagonist = antagonists of human S1P4 receptor; S1P4-expressing cells, antagonist mode, reporter read-out; AID 1510; 220,000 tested, 0.26% active; O95977; inhibition, % at 4.98 µM; in the data active means inhibition above about 29%;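 further: 0% = wells stimulated with agonist and 100% = vehicle wells without agonist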
Wee1 stabilizer = human Wee1 degradation inhibition, primary screen | P30291 | HeLa Luc-Wee1K328M stability, luciferase luminescence; 100% = proteasome inhibitor MG132 effect | reporter increase, % at 5 µM | 220,000 tested, 1.2% active;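 active means activation above the mean of all tested compounds plus 3 SD, set per screening run, cut at about 8.8% in these data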;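 further: cells exposed to compound for 20 h before luminescence read; 0% = DMSO alone and 100% = MG132 at 30 µM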
NPY2 pot ag = potentiates or activates human NPY-Y2 receptor; P49146; cells expressing NPY-Y2, potentiator/agonist read-out; activation, % at 3.6 µM; 220,000 tested, 0.45% active; AID 1359; in the data active means activation above about 27%;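 further: cells stimulated with NPY near EC25 plus isoproterenol at EC100; 0% = vehicle plus submaximal agonist and 100% = vehicle plus saturating agonist; some results beyond the cut were filed as inactive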
Mdm2 ligase inh = Mdm2 E3 ligase (human) inhibition | 210,000 tested, 0.11% active | cell-based MDM2 ubiquitination luciferase reporter, 2 h; 0 = plate control, 100 = twice control, blank-subtracted | Q00987 | signal enhancement, % at 5 µM;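 active means signal enhancement of 30% or more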;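 further: luminescence tracks abundance of the self-degrading MDM2-luciferase fusion protein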
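Timing – 2 h compound exposure at 37 °C · Assay system – mammalian cells stably expressing self-ubiquitinating, self-degrading MDM2 E3–luciferase fusion · Amount – 2000 cells seeded into each well · Measure – % luminescence enhancement versus blank-corrected plate control mean · Measured by – SteadyLite luminescence, 15 min reagent step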
Ba/F3 V617F tox = lowers viability of Ba/F3 cells expressing EpoR and JAK2V617F; ATP luminescence; inhibition, % at 5.6 µM; 220,000 tested, 1.1% active;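 active means inhibition above the campaign mean plus 3 SD over all tested compounds, cut at about 24% in these data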;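 further: cytokine-independent growth of Ba/F3 cells driven by EpoR plus mutant JAK2; 0% = DMSO-treated cells and 100% = JAK inhibitor I control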
PERK inh = human PERK inhibition, primary cell-based screen. Q9NZJ5. CHO PERK-DD fusion, SEAP luminescence translation reporter. inhibition, % at 5.6 µM. 220,000 tested, 0.17% active. AID 1416;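 active means inhibition above the mean inhibition of all tested compounds plus 3 SD, set separately per screening campaign, cut at about 2.9% in these data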;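 further: PERK kinase domain activated by AP20187 dimerizer at 100 nM; 0% = DMSO with dimerizer and 100% = rapamycin at 8.4 µM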
BaF3 parental = parental Ba/F3 viability inhibition as JAK2V617F counter-screen. inhibition, % at 5.6 µM. 220,000 tested, 1.1% active. AID 1486. CellTiter-Glo ATP luminescence;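 active means inhibition above a per-campaign cutoff, the mean inhibition of all tested compounds plus 3 SD, cut at about 27% in these data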;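 further: 0% = DMSO wells and 100% = JAK Inhibitor I control wells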
eIF4E-4G inh = eIF4E/eIF4G interaction inhibition in translation initiation; 220,000 tested, 0.37% active; P63073+Q04637; inhibition, % at 21.7 µM; AID 782; TR-FRET eIF4E-eIF4GI(517-606) binding, 2 h;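 active means inhibition above about 30%, limit read from the data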;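 further: 0% = full FRET control wells and 100% = background wells lacking eIF4GI fragment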
Target sequence (P63073 whole entry, looked up, the tested form may be a part): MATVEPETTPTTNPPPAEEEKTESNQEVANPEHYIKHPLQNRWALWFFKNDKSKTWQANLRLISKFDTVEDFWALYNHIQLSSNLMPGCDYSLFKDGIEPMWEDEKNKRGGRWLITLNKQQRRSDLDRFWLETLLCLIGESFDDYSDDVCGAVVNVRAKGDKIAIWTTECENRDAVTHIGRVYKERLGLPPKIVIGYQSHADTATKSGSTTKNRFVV
Target sequence (Q04637 whole entry, looked up, the tested form may be a part): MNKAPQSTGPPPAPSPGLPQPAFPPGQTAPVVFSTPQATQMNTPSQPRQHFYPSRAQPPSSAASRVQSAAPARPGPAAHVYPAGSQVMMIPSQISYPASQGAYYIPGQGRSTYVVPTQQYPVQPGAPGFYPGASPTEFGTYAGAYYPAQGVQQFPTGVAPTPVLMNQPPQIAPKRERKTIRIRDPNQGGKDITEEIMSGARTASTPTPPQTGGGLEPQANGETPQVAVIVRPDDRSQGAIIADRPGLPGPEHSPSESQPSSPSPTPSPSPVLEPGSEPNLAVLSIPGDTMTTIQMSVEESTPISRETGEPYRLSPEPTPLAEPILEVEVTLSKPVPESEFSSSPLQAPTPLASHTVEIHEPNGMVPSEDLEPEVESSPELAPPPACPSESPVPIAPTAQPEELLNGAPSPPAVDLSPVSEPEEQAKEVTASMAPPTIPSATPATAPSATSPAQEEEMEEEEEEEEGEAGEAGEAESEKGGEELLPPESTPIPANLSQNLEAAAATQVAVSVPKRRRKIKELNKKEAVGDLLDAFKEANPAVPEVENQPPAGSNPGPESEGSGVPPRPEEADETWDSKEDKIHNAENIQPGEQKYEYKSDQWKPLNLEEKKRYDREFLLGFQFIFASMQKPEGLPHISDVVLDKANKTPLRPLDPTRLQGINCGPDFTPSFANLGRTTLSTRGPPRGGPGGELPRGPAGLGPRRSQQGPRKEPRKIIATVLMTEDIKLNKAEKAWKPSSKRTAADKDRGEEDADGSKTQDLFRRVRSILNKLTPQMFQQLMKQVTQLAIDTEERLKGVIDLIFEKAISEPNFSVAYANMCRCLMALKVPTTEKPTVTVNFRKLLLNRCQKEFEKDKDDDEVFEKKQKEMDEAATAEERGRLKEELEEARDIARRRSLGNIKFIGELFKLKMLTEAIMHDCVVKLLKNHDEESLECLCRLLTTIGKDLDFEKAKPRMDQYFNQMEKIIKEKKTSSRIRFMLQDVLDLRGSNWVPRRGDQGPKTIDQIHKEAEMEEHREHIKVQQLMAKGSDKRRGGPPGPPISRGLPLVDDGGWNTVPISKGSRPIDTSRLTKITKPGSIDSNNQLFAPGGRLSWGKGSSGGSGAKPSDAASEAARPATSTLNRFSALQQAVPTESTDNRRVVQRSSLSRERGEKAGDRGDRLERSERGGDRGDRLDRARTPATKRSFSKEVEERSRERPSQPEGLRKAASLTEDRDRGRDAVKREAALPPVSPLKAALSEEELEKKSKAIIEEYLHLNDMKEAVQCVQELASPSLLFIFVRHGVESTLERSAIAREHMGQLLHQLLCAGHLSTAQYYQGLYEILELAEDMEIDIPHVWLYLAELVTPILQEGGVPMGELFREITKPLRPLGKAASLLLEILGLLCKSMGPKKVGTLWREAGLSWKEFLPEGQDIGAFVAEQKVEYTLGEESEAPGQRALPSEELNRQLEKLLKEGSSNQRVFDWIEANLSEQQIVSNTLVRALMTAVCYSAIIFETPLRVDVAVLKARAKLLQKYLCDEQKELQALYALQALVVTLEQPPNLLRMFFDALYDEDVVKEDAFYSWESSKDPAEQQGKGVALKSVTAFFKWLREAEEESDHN
S1P4 ag = human S1P4 receptor agonism; O95977; S1P4-expressing cell line, agonist reporter assay; AID 1509; activation, % at 4.98 µM; 220,000 tested, 0.35% active; in the data active means activation above about 11%;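 further: 0% = DMSO vehicle and 100% = reference agonist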
Active calls of the source: *; . = no result given; [ ] = another dose, or the depositor's remark.

The line under a structure holds: S1P4 antagonist | Wee1 stabilizer | NPY2 pot ag | Mdm2 ligase inh | Ba/F3 V617F tox | PERK inh | BaF3 parental | eIF4E-4G inh | S1P4 ag
O=C(CSc1ccc(Cl)cc1)NCC1CCCO1 (centres undefined)
→ -9 | 0 | 4 | -7 | 1 | -0.5 | 3 | 3 | 0.6
COc1ccc(C2C3=C(CC(C)(C)CC3=O)Nc3cc4c(cc32)OCO4)cc1 (centres undefined)
→ -4 | 0 | 13 | -6 | 1 | -0.4 | 6 | 4 | -0.1
O=C(O)c1cc([N+](=O)[O-])c(NCc2cccnc2)c([N+](=O)[O-])c1
→ -7 | 1 | -2 | -5 | -6 | 0.6 | -1 | -1 | 1.8
COc1ccc(-c2cc(C(=O)Nc3c(C)nn(Cc4ccccc4Cl)c3C)no2)cc1
→ 6 | -1 | -3 | -17 | -1 | -0.1 | 2 | -6 | -0.3
COc1ccc(CS(=O)(=O)/C(Cl)=C(/Cl)C(=O)Nc2ccc(OC)nc2)cc1
→ 80* | 2 | -13 | -9 | 32* | -1.5 | 5 | -8 | 0.6
COc1cccc(C(=O)N2CCOCC2)c1OC
→ 0 | -1 | -8 | -2 | -2 | 0.6 | 1 | 3 | -1.5
CCOC(=O)C1=C(C)NC(=S)NC1c1ccsc1 (centres undefined)
→ 0 | -2 | -3 | -12 | 3 | 0.8 | 7 | 1 | 1.0
CSCC[C@H](NC(=O)Nc1cccc(C(F)(F)F)c1)C(=O)O
→ -11 | 1 | -14 | -11 | -2 | 0.9 | -2 | -7 | 1.0
COc1ccc(C2C3=C(CC(C)(C)CC3=O)N(C)C3=C2C(=O)CC(C)(C)C3)cc1
→ 4 | 9 | 3 | 18 | -1 | 0.6 | 8 | 1 | 4.8
COc1cc(C2Oc3ccccc3C=C2[N+](=O)[O-])cc(OC)c1OC (centres undefined)
→ -3 | 0 | 7 | -7 | -5 | -2.4 | 0 | -3 | 1.1
CCOC(=O)CN(C(=O)Cn1nnc2ccccc21)C(C(=O)NCCOC)c1ccccc1 (centres undefined)
→ 3 | -3 | -15 | -10 | 2 | 0.4 | 6 | 2 | -0.9
COc1cc(C(=O)N2CCN(S(=O)(=O)c3cccs3)CC2)cc(OC)c1C
→ -14 | -4 | -7 | -8 | 0 | 0.5 | 3 | 3 | 3.7
CNC(=O)c1ccccc1S(=O)(=O)c1ccccc1C#N
→ 1 | 0 | 6 | -9 | -4 | 0.1 | 1 | -1 | -3.5
Cc1ccc(-n2c(Cc3cccn3C)nnc2SCC(=O)N2CCN(c3ccccc3)CC2)cc1
→ 6 | -3 | -1 | -9 | 4 | -1.4 | 2 | 0 | 3.0
CCOCCCNC(=O)C1CCN(S(=O)(=O)N2CC(C)CC(C)C2)CC1 (centres undefined)
→ 1 | 0 | 11 | -13 | -2 | -0.6 | 2 | -4[fluorescence artefact?] | 1.3
COCCNC(=O)c1onc(CSc2ccccc2F)c1C(=O)O
→ 1 | -3 | -32 | 20 | 3 | 0.3 | 2 | 7 | 1.1
Cc1c(/C(O)=C2/C(=O)C(=O)N(Cc3cccnc3)C2c2ccccn2)cnn1-c1ccccc1 (centres undefined)
→ 9 | -3 | -14 | -57 | 3 | 0.2 | 6 | 2 | 0.4
CC(Cc1ccccc1)N/C=C1\CC(=O)NC1=O (centres undefined)
→ -26 | 1 | 7 | -1 | -3 | 0.8 | -3 | -4[fluorescence artefact?] | 0.4
COc1ccc(NC(=O)CC23CC4CC(CC(C4)C2)C3)cn1
→ -11 | 0 | -27 | -10 | 1 | -0.8 | 4 | 0 | -1.8
COc1ccc(NC(=S)SC)cc1OC
→ -13 | 1 | 2 | 2 | -3 | 0.8 | 4 | 3 | -0.3
CCCc1cc(=O)oc2c(CN(CC)CC)c(O)c(Cl)cc12
→ -2 | -1 | 21 | -7 | 2 | 0.0 | 6 | -2 | 4.9
COc1ccc(/C=C2\SC(=O)N(CCNC(=O)C3CC4C=CC3C4)C2=O)cc1 (centres undefined)
→ -2 | 3 | -3 | -3 | 2 | -0.1 | 3 | -3 | 1.3
C=CCNC(=O)Nc1cc(Cl)ccc1OC
→ -16 | 5 | -14 | -15 | 0 | 0.2 | 3 | 1 | -1.9
O=C(NC1CC1)C1CCCN1S(=O)(=O)c1ccc2ccccc2c1 (centres undefined)
→ -27 | 8 | 13 | -9 | 0 | 0.3 | 1 | 0 | 2.2
C/C(=N\NC(=O)CN1CCN(S(=O)(=O)c2ccc(C)cc2)CC1)c1cccnc1
→ -15 | 0 | 5 | -14 | -4 | 0.6 | 5 | 4[fluorescence artefact?] | 1.3
Cc1ccc2cc(C#N)c(SCC(=O)N3CCCC3)nc2c1
→ -8 | -3 | -19 | . | 1 | 0.5 | 3 | -9 | 0.9
CCOc1ccc(S(=O)(=O)N(C)c2ccc(OCC(=O)NCc3cccnc3)cc2)cc1
→ -3 | 3 | -8 | 8 | 0 | 0.9 | 0 | -2 | 0.1
CC(NC(=O)c1ccc(Br)cc1Br)c1ccccc1 (centres undefined)
→ -6 | 1 | -6 | 0 | -3 | 0.5 | 5 | -1 | -1.2
CCN(CC)S(=O)(=O)c1ccc2nc(COC(=O)c3n[nH]c4ccccc34)[nH]c2c1
→ -15 | -3 | -12 | -7 | 1 | -0.6 | 3 | -21 | 2.0
O=S(=O)(N1CCCCC1)N1CCCN(S(=O)(=O)N2CCCCC2)CC1
→ -7 | 3 | 0 | -16 | -1 | -1.5 | 0 | 2 | 3.0

Reprinted from the part before: 2 compounds; new compounds follow.
The line under a structure holds: S1P4 antagonist | Wee1 stabilizer | NPY2 pot ag | Mdm2 ligase inh | Ba/F3 V617F tox | PERK inh | BaF3 parental | eIF4E-4G inh | S1P4 ag
CCN(CC)S(=O)(=O)c1ccc2nc(COC(=O)c3n[nH]c4ccccc34)[nH]c2c1
→ -15 | -3 | -12 | -7 | 1 | -0.6 | 3 | -21 | 2.0
O=S(=O)(N1CCCCC1)N1CCCN(S(=O)(=O)N2CCCCC2)CC1
→ -7 | 3 | 0 | -16 | -1 | -1.5 | 0 | 2 | 3.0
O=C(COc1ccc(-c2ccccc2)cc1)N1CCN(C(=O)c2cccnc2)CC1
→ -6 | 0 | 6 | -14 | -1 | 0.4 | 4 | -11[fluorescence artefact?] | 1.1
Cc1ccccc1-n1nc2c(c1NC(=O)c1c(-c3ccccc3Cl)noc1C)CSC2
→ -3 | -2 | -2 | -5 | 0 | -0.4 | 7 | -14 | 1.0
Cc1sc2nc3c(SC(C)C(=O)O)cc(C(=O)c4ccccc4O)cn3c(=O)c2c1C (centres undefined)
→ -14 | -2 | 5 | 5 | -2 | 0.9 | 8 | 7 | 0.5
CC(C)Cn1c(/C=N/Nc2nc3ccccc3[nH]2)nc2ccccc21
→ -13 | 0 | 4 | 1 | 1 | 0.2 | 3 | 2 | 4.2
O=C(Cn1nnc2ccccc21)NC1CCCCC1
→ -11 | 0 | 7 | -11 | -2 | 0.5 | 2 | -4[fluorescence artefact?] | 0.5
O=C1COc2ccc(C(=O)NC3CC3)cc2N1
→ 3 | 2 | 19 | -7 | -3 | 1.0 | -1 | 1 | -4.2
CCc1nc(SCC(N)=O)c2c(=O)n(C)c(=O)n(C)c2n1
→ -18 | 0 | 11 | -17 | -2 | 1.4 | 0 | -2 | 2.4
O=S(=O)(c1ccccc1)N1CCN(S(=O)(=O)N2CCCCC2)CC1
→ -11 | 1 | 10 | -6 | -2 | 0.4 | 1 | 4 | 0.1
Cc1ccc(NC(=S)N2CCC(c3nc4ccccc4s3)CC2)cc1C
→ -10 | 0 | -12 | -8 | 13 | -0.7 | 14 | -6 | -0.5
CC(C(=O)N1c2ccccc2CCc2ccccc21)n1nnc(-c2ccc(N(C)C)cc2)n1 (centres undefined)
→ -3 | 2 | -11 | . | 6 | -0.8 | 13 | -5[fluorescence artefact?] | -0.8
Cc1ccc(-n2c(SCC(N)=O)nnc2-c2ccccn2)cc1C
→ 1 | -2 | 4 | -8 | 9 | 0.8 | 13 | 2 | -3.0
COc1ccc(NC(=O)CC2SC(=NCC3CCCO3)NC2=O)cc1 (centres undefined)
→ -24 | -4 | 15 | 1 | 4 | 0.2 | 5 | -11 | 0.8
CCCN(CCC)S(=O)(=O)c1ccc(N2CCCC2=O)c([N+](=O)[O-])c1
→ 3 | 3 | -2 | 9 | -2 | 0.5 | 6 | -2 | -0.3
COC(=O)c1ccc(NC(=O)c2ccc3c(c2)OCO3)cc1
→ -5 | 5 | -6 | 4 | 5 | 1.1 | 8 | 0 | -0.6
CCN1CCc2c(C#N)c(N3CCCCC3)nc(NCc3ccccc3)c2C1
→ 15 | 1 | 8 | -4 | -4 | -1.2 | 2 | . | -1.2
CC1CC(Nc2ccccc2)=NC1(C)C (centres undefined)
→ -16 | -3 | 4 | -8 | -2 | 1.3 | 1 | 2[fluorescence artefact?] | 0.0
O=C(O)CCC(=O)N1CCc2cc(S(=O)(=O)NC3CCCc4ccccc43)ccc21 (centres undefined)
→ -2 | -1 | 3 | 3 | -1 | 0.6 | 0 | 4[fluorescence artefact?] | -2.6
CS(=O)(=O)c1cccc(C(=O)Oc2ccccc2)c1
→ -11 | 5 | 12 | -7 | -4 | 1.9 | -4 | 5 | 0.2
O=C(CSc1nnc(C23CC4CC(CC(C4)C2)C3)o1)Nc1ccc(N2CCOCC2)c(Cl)c1
→ -12 | 0 | -15 | -13 | 3 | 1.1 | 5 | 1 | 1.8
Cc1ccn2c(CNCCn3nc(C)cc3C)c(C(=O)N3CCCCCC3)nc2c1
→ -15 | -2 | -5 | -10 | 4 | -1.7 | -2 | -1 | -0.8
Cc1cccc(N2CCN(C(=O)CCn3c(=S)[nH]c4cc5c(cc4c3=O)OCO5)CC2C)c1 (centres undefined)
→ -4 | -2 | 6 | -21 | 0 | 1.1 | 9 | -32 | 0.1
O=C(NCc1cccc(C(F)(F)F)c1)c1cc(Cl)cc(Cl)c1
→ -12 | 0 | 0 | -7 | 1 | -0.6 | 2 | 4 | 0.8
COc1ccc(S(=O)(=O)N2CCCCC2)cc1NC(=O)c1ccc2c(c1)OCO2
→ -4 | -1 | 10 | -2 | 1 | -0.3 | 4 | -2 | -1.1
Cc1cccc(C(=O)NCCC(=O)Nc2nc(C)c(Cc3ccc4c(c3)OCO4)s2)c1
→ -13 | -2 | -12 | 7 | 0 | -0.2 | 7 | 6[fluorescence artefact?] | 1.4
CCOC(=O)c1c(N)sc(C(O)(C(F)(F)F)C(F)(F)F)c1-c1ccc(Cl)cc1
→ -6 | -1 | 12 | -14 | 1 | -0.6 | 2 | 3 | -1.1
O=C1CCCN1CC1CCN(Cc2nc(CC3CC3)no2)CC1
→ -16 | -2 | -1 | -11 | -2 | 0.4 | 9 | -1 | 2.9
CC(=O)Nc1ccc(SCC(=O)Nc2cc(C(C)(C)C)nn2-c2ccccc2)cc1
→ -6 | 0 | 0 | -6 | 2 | -0.6 | 1 | -16 | 0.9
O=C(c1ccncc1)N1CCN(c2cccc(C(F)(F)F)c2)CC1
→ -5 | 2 | 9 | -2 | -4 | 0.0 | 1 | 6 | -1.6
CCC1S/C(=N/N=C/c2ccco2)NC1=O (centres undefined)
→ 3 | -2 | -14 | -7 | -1 | 0.5 | 4 | 9[fluorescence artefact?] | -1.6
CC(C)c1ccc(NC(=S)Nc2ccc3[nH]c(=O)[nH]c3c2)cc1
→ -20 | -2 | -18 | -12 | 2 | 1.3 | -1 | -3 | -1.0
